G9a inh = qHTS Assay for Inhibitors of Histone Lysine Methyltransferase G9a; G9a H3K9 monomethylation, AlphaScreen, 2 h; 8.8% of 350,000 active; Potency, µM (top dose mostly 102 µM), inactives show at the top dose activity, negative = inhibition, usual class: inhibitors; Histone-lysine N-methyltransferase EHMT2 (Homo sapiens), Q96KQ7; AID 504332, 2011; further: on the % scale 0 is the no-effect control and ±100 the full control effect; nearly all actives have a fitted effect of over 75% in size
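Chemiluminescent proximity detection of H3K9 monomethylation, read after 10 min bead incubation in the dark. Reaction: 20 nM G9a, 500 nM biotin-H3K9 peptide, 20 uM SAM cofactor, 2 h, room temperature, following 15 min enzyme-compound preincubation.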
BAZ2B block = qHTS Assay for Inhibitors of BAZ2B; 4.4% of 360,000 active; Bromodomain adjacent to zinc finger domain protein 2B (Homo sapiens), Q9UIF8; Potency, µM (doses to about 114 µM), for the others: top-dose activity change, negative = inhibition, hits mostly inhibitors; AID 504333, 2011; AlphaScreen BAZ2B-H3K14Ac peptide displacement; further: on the % scale 0 is the no-effect control and ±100 the full control effect; nearly all actives have a fitted effect of over 60% in size
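Complex of BAZ2B and biotin-H3K14Ac (50 nM apiece) forms over 30 min at RT, then faces library compounds up to 110 uM for another 30 min; AlphaScreen beads added, 20 min dark incubation, luminescence read.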
Tb PGK inh = qHTS Assay to Find Inhibitors of Phosphoglycerate Kinase; Potency, µM (titrated, usually from 57.5 µM), for the others: at the highest dose activity change, negative = inhibition, usual class: inhibitors; 0.043% of 380,000 active; Phosphoglycerate kinase, glycosomal (Trypanosoma brucei brucei), P07378; PGK/GAPDH coupled, Kinase-Glo luminescence, 60 min; AID 602233, 2012; further: on the % scale 0 is the no-effect control and ±100 the full control effect; nearly all actives have a fitted effect of over 60% in size
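Recombinant glycosomal PGK reaction used 1,3-bisphosphoglycerate generated in-well by GAPDH (100nM final) in 100mM TEA pH 7.6, 5mM MgCl2, 0.01% Tween-20. After 60 minutes at room temperature, ATP was read by Kinase-Glo Plus luminescence end-point.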
BLM helicase inh = qHTS Assay for Inhibitors of Bloom's syndrome helicase (BLM) | RecQ-like DNA helicase BLM (Homo sapiens), P54132 | recombinant BLM DNA unwinding, fluorescence dequenching | Potency, µM (top dose mostly 56.1 µM), inactives show at the highest dose activity change, negative = inhibition, most hits filed as inhibitors | 0.2% of 350,000 active | AID 2528, 2010;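 further: plate controls were vehicle for no effect and no enzyme for full effect; nearly all actives have a fitted effect of over 35% in size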
POLI inh = qHTS for Inhibitors of Polymerase Iota; DNA polymerase iota (Homo sapiens), Q9UNA4; Pol iota fluorescent replication assay, 10 min; Potency, µM (highest dose often 115 µM), for the others: top-dose activity, negative = inhibition, usual class: inhibitors; 1% of 390,000 active
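Fluorescent replication assay read twice, at 0 min and 10 min after adding 50 nM (final) substrate. Enzyme (10 nM) and compounds were first incubated 15 min at room temperature; enzyme-free buffer wells were negative controls.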
JMJD2A Tudor = qHTS Assay for Inhibitors of JMJD2A-Tudor Domain. AlphaScreen JMJD2A-Tudor / H3K4me3 peptide binding. Potency, µM (titrated, usually from 114 µM), without a hit: at the top dose activity change, negative = inhibition, most hits filed as inhibitors. 4.4% of 390,000 active. AID 504339, 2011; further: on the % scale 0 is the no-effect control and ±100 the full control effect; nearly all actives have a fitted effect of over 50% in size
GLS inh = qHTS for Inhibitors of Glutaminase (GLS) | Glutaminase kidney isoform, mitochondrial (Homo sapiens), O94925 | GLS enzymatic activity, qHTS titration | Potency, µM (series often up to 45.5 µM), without a hit: at the top dose activity change, negative = inhibition, usual class: inhibitors | 0.21% of 410,000 active; further: on the % scale 0 is the no-effect control and ±100 the full control effect
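Compounds were pin-transferred onto hKGA, after which L-glutamine (1 mM solution) and a detection mix of glutamate oxidase, HRP and Amplex Red were added. Initial and 30 min RT fluorescence reads were collected.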
HP1b chromo inh = HTS for Inhibitors of HP1-beta Chromodomain Interactions with Methylated Histone Tails; AlphaScreen HP1-beta / biotin-H3K9me3 peptide binding; Potency, µM (highest dose often 114 µM), without a hit: at the top dose activity change, negative = inhibition, usual class: inhibitors; 0.56% of 390,000 active; AID 540317, 2011; further: nearly all actives have a fitted effect of over 70% in size; inactives centre near 23
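Compound inhibition of the preformed complex between 50 nM HP1-beta and 50 nM biotinylated H3K9me3 peptide was read by AlphaScreen. Buffer was PBS pH 7.4 with 0.01% Tween-20. Incubations ran 30 min at room temperature, with 10 ug/mL donor/acceptor beads.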
Pin1 inhibitor = qHTS Assay to Find Inhibitors of Pin1; Peptidyl-prolyl cis-trans isomerase NIMA-interacting 1 (Homo sapiens), Q13526; Pin1 FP peptide displacement, HiFluor488, 10 min; Potency, µM (highest dose often 115 µM), without a hit: top-dose activity, negative = inhibition, usual class: inhibitors; 0.009% of 390,000 active; active means well fitted inhibition curve with a large enough effect in the polarisation, with a control signal flat, not every such curve was filed as active; inconclusive means small, poorly fitted or top-dose-only effect, or effect the other way, or a change in a side signal; inactive means no such curve, though single readings can be large or run the other way; the % refers to the polarisation; further: on the % scale 0 is the no-effect control and ±100 the full control effect
The depositor's hits bear a star; i = inactive; ? = inconclusive; · = not tested or not shown; & = joins results of further samples; [ ] = dose if it differs, or a comment. Unless noted, the call rests on the fitted dose curve; in most records, active means well fitted curve in the direction sought with a large enough effect; inconclusive means small, poorly fitted or top-dose-only effect, or another doubt; inactive means no such curve, though single readings can be large; an effect the other way counts as inactive or inconclusive. Potency means the concentration at half of the fitted maximal effect. These rows are one share of the data (hit frequency here may not be typical).

Sequence of screens – G9a inh, BAZ2B block, Tb PGK inh, BLM helicase inh, POLI inh, JMJD2A Tudor, GLS inh, HP1b chromo inh, Pin1 inhibitor
Cc1ccc(NC(=O)CCNC(=O)c2ccco2)cc1F
    -2%, -10%, -4%, -1%, 122%[activator], -13%, 5%, 9%, 2%
Cc1cccc(Cn2cc(C(=O)c3ccccc3)c(=O)c3cc4c(cc32)OCO4)c1
    -3%[59 µM], -25%, i, -1%, 22%, -28%, 2%, 10%, ?
CC1CN(Cc2cc(=O)oc3cc(O)c(Cl)cc23)CC(C)O1 (configuration not stated)
    19%, -17%, -5%, -8%, 12%, 24%, 8%, 34%, -4%
O=C(Nc1cc(Cl)cc(Cl)c1)c1ccc(F)c(S(=O)(=O)N2CCCC2)c1
    9%[59 µM], 8%, 1%, -11%, -21%, -6%, -4%, 31%[activator], 12%
CCCNC(=O)C(CC)NS(=O)(=O)c1ccc(OC)cc1 (configuration not stated)
    -5%, 6%, i, 0%, -8%, -19%, 7%, 16%, -3%
Fc1ccccc1NC(=S)NC1CCCC1
    15%, -4%, i, -7%, -9%, -18%, 0%, 25%, -1%
O=C(COC(=O)c1cc(S(=O)(=O)N2CCCCC2)ccc1N1CCOCC1)c1ccccc1
    -33%, 7%, -7%, ·, -15%, -13%, -3%, 18%, 16%
Cc1onc(-c2ccncc2)c1C(=O)O
    ?, -12%, -8%, -1%, -7%, 4%, -8%, 30%, 3%
Cn1c(=O)oc2cc(S(=O)(=O)CCC(=O)N3CCN(c4cccc(Cl)c4)CC3)ccc21
    -4%[59 µM], 8%[57.1 µM], -8%, 0%, 21%, 5%, -10%, 63%[activator], -1%
COC(=O)[C@]1(Cc2ccccc2)N[C@H](CN(C)C(=O)Nc2ccccc2)[C@@H]2C(=O)N(C)C(=O)[C@@H]21
    ·, ·, -4%, ·, 42%[activator], -18%, 1%, 17%, -8%
CS(=O)(=O)N1CCc2cc(S(=O)(=O)N3CCCCC3)ccc21
    -7%, ·, -6%, -3%, 23%, -12%, 0%, 42%[activator], -1%
CC(C)CCN1CCN(CCCn2cccn2)CC1CCO (configuration not stated)
    ·, 2%, 1%, 1%, 5%, -7%, 18%, 30%, 0%
Cc1cc(=O)[nH]c(CN2CCC(c3ccccc3)CC2)n1
    10%[12.7 µM], ?, i, -4%, 76%[activator], ?, 1%, 26%, -4%
CC(C)C1Nc2c(O)cc(Cl)c([N+](=O)[O-])c2C2C=CCC21 (configuration not stated)
    25µM*, 25µM*, -7%, -7%, ?, 40µM*, 34%, ?, -4%
CCC(=O)Nc1cccc(NC(=S)NC(=O)Cc2ccccc2)c1
    ?, ?, -4%, -2%, 5%, -11%[11.4 µM], 4%, 38%, 4%

An excerpt from above with just BLM helicase inh, JMJD2A Tudor and BAZ2B block:
SMILES | BLM helicase inh | JMJD2A Tudor | BAZ2B block
Fc1ccccc1NC(=S)NC1CCCC1 | -7% | -18% | -4%
O=C(COC(=O)c1cc(S(=O)(=O)N2CCCCC2)ccc1N1CCOCC1)c1ccccc1 | · | -13% | 7%
Cc1onc(-c2ccncc2)c1C(=O)O | -1% | 4% | -12%

Arranged by the number under HP1b chromo inh (highest first): three from the list above.
| structure | HP1b chromo inh |
| --- | --- |
| CC1CN(Cc2cc(=O)oc3cc(O)c(Cl)cc23)CC(C)O1 (configuration not stated) | 34% |
| Cc1cc(=O)[nH]c(CN2CCC(c3ccccc3)CC2)n1 | 26% |
| Cc1cccc(Cn2cc(C(=O)c3ccccc3)c(=O)c3cc4c(cc32)OCO4)c1 | 10% |

Next entries
Sequence of screens – G9a inh, BAZ2B block, Tb PGK inh, BLM helicase inh, POLI inh, JMJD2A Tudor, GLS inh, HP1b chromo inh, Pin1 inhibitor
COCCn1c(SCc2cccc(F)c2)nc2cc(C(=O)OC)ccc2c1=O
    107%[activator], 25%, -4%, -13%, 24%, 14%, -2%, 69%[activator], -3%
COc1ccc(C2=NN(C(=O)CSc3nc(=O)n4cccc(C)c4n3)C(c3ccc(C)cc3)C2)cc1 (configuration not stated)
    ?, 4%, -10%, ·, 57%[activator], -24%, 0%, 14%, 18%
Cc1ccc2nc(-c3cccc(Br)c3)cc(C(=O)NC3CC3)c2c1
    ·, -2%, 5%, -1%, 27%, 3%, 5%, 33%, -3%
CN(C)c1ccc(N/C(N)=N/c2nc(C(F)(F)F)cc(C(F)(F)F)n2)cc1
    13µM*, ?, -7%, -4%, 28%, -26%, 22%, -17%, -1%
O=C(NC1CCSc2ccccc21)c1ccc(F)cc1 (configuration not stated)
    20%, -16%, -2%, -4%, 71%[activator], -6%, -15%, 18%, -3%
COc1ccc(CNC(=O)Cn2cnc3c(=O)n(C)c(=O)n(C)c32)cc1
    -3%[12.7 µM], 6%, -8%, -9%, 38%[activator], -15%, -1%, 9%, -3%
CCCOc1ccc(/C=C2/C(=O)ON=C2C)cc1OCC
    45µM*, -8%, i, -4%, 50%[activator], -8%, 4%, 26%, 1%
CC(=O)n1cc(Nc2ccc([N+](=O)[O-])cc2)c2ccccc21
    -37%, ?, -7%, -16%, -28%, -16%, -14%, 35%[activator], 22%
COc1ccc2c(c1)c(N1CCCC1=O)c(C(=O)Nc1ccc(OC)c(Cl)c1)n2C
    ?, -35%, i, -12%, 1%, -28%, -8%, 2%, -4%
CCCOc1ccc(N2C(=O)CC(SCc3nc4ccccc4[nH]3)C2=O)cc1 (configuration not stated)
    ?, 3%, -7%, -6%, 22%, -4%, 2%, 52%[activator], -1%
CCOc1ccc(-c2nc(CN3CCCC(C(=O)N4CCOCC4)C3)c(C)o2)cc1 (configuration not stated)
    ?, -12%, -1%, -4%, 13%, -7%, -1%, 28%, -6%
C=CCN(c1ccc(F)cc1)S(=O)(=O)c1cc(C(=O)OCC(=O)N(C)C2CCS(=O)(=O)C2)ccc1Cl (configuration not stated)
    ·, -26%, -4%, -3%, -11%, -12%, 2%, 23%, 0%
Cc1cccc(NC(=O)c2cn(-c3ccccc3)nc2-c2ccccc2)c1
    19%[59 µM], -3%, -9%, -5%, 7%, -7%, -2%, 34%, 4%
CCCOc1ccc(CNC(=O)Cn2c(=O)oc3ccccc32)cc1
    0%&-10%[59 µM], 2%&6%, 7%&-4%, -4%&-2%, 35%&12%[activator], -3%&-6%, -4%&1%, 35%&39%, -5%&5%
COc1cccc(C2CC(c3ccc(Br)cc3)=NN2C(=O)c2ccncc2)c1OC (configuration not stated)
    36%[59 µM], 32µM*, 12%, 3%, 14%, ?, -3%, -3%, 6%

New compounds follow:
Structure	G9a inh	BAZ2B block	Tb PGK inh	BLM helicase inh	POLI inh	JMJD2A Tudor	GLS inh	HP1b chromo inh	Pin1 inhibitor
CC1=CC2=NC(=O)/C(=C/c3coc4ccccc4c3=O)C(=N)N2O1	45µM*	-20%	-16%	0%	47%[activator]	-14%	0%	20%	?
O=C(Nc1ccc2nc(-c3ccccc3)oc2c1)c1ccco1	8%[12.7 µM]	-11%	-9%	-5%	-4%	-13%	-10%	62%[activator]	1%
CC(=O)c1ccc(S(=O)(=O)Nc2ccc(-c3cn4c(C)csc4n3)cc2)cc1	?	?	-10%	1%	?	?	18%	7%[57 µM]	1%
C=C(C)Cn1c(=O)c2c(nc3n2CCN3c2ccc(CC)cc2)n(C)c1=O	18%[59 µM]	22%	-9%	3%	28%	-2%	-3%	78%[activator]	5%
NC1=NC(=O)/C(=C\c2ccc(O)c([N+](=O)[O-])c2)S1	?	-31%	-2%	0%	-17%	-15%	6%	-15%	?
CCOC(=O)CNC(=O)Cn1cnc2c(cnn2-c2ccc(C)cc2)c1=O	69%[activator]	-3%	-17%	-3%	101%[activator]	-13%	21%	11%	3%
O=C(CSc1nnc(CNc2ccccc2)o1)N1CCCc2ccccc21	-5%	-32%	-2%	-4%	5%	-17%	21%	33%	-1%
CCc1ccc(NC(=O)C(C)Sc2ccc(S(=O)(=O)N3CCN(C)CC3)cn2)cc1 (configuration not stated)	-7%[2.33 µM]	-2%	-9%	·	-6%	-20%	-3%	47%[activator]	1%

The list goes on:
Structure	G9a inh	BAZ2B block	Tb PGK inh	BLM helicase inh	POLI inh	JMJD2A Tudor	GLS inh	HP1b chromo inh	Pin1 inhibitor
COc1cccc(N2CCN(C(=O)c3oc4ccccc4c3NC(=O)Cc3ccc(OC)c(OC)c3)CC2)c1	·	?	4%	-12%	-5%	?	12%	5%	2%
O=C(CSc1nnc(Cc2ccccc2)o1)N1CCOCC1	-11%[59 µM]	·	i	-2%	19%	1%	-3%	29%	2%
CCN(CC)CCN(C(=O)c1ccc(S(=O)(=O)N2CCCC2)cc1)c1nc2cc(C)cc(C)c2s1	?	-28%	-1%	-5%	16%	-34%	-3%	4%	-11%
CCOC(=O)N1CCN(C(=O)CCc2ccc(S(=O)(=O)NC(C)(C)C)cc2)CC1	·	-4%	-1%	-6%	-2%	-13%	0%	30%	-7%
COC(=O)[C@H](Cc1ccccc1)NC(=O)NCc1ccccc1OC	-33%	5%	23%	2%	34%[activator]	-10%	-5%	18%	3%

Bioassay records: PubChem BioAssay, National Center for Advancing Translational Sciences (NCATS)
